Anesthetic bind: binds horse apoferritin like a general anesthetic. apoferritin/1-aminoanthracene competitive binding, fluorescence. Potency, µM (series often up to 77.5 µM), for inactives: top-dose activity change, negative = displacement, usual class: inhibitors. 0.074% of 350,000 active; also: potency is read from the fitted curve at half-maximal effect; nearly all actives have a fitted effect of over 20% in size
Target sequence (P02791 2-175 limits assumed): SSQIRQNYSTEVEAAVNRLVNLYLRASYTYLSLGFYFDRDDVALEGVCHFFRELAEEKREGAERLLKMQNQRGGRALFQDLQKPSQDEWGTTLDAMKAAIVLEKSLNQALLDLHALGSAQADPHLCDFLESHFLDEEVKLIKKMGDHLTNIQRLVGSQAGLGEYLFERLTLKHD
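Horse-spleen apoferritin (10 uM) in 50% saturated 1-aminoanthracene in PBS was incubated 10 min at room temperature with compound. Fluorescence (ex 380, em 535 nm) was normalized to free and bound 1-AMA, with concentration-response fitted by a four-parameter Hill equation.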
RXFP1 antagonist: blocks the human relaxin receptor RXFP1; Q9HBX9; HEK293-RXFP1, relaxin-stimulated cAMP HTRF, 30 min; active compounds read low; activity change, negative = inhibition, % at 57.5 µM; 0.59% of 350,000 active;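 active = activity change of -60% or lower, but not beyond a set lower limit; inconclusive = change between -60% and -40%, or beyond the set limit; inactive = change above -40%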
Target sequence (Q9HBX9 whole entry, looked up): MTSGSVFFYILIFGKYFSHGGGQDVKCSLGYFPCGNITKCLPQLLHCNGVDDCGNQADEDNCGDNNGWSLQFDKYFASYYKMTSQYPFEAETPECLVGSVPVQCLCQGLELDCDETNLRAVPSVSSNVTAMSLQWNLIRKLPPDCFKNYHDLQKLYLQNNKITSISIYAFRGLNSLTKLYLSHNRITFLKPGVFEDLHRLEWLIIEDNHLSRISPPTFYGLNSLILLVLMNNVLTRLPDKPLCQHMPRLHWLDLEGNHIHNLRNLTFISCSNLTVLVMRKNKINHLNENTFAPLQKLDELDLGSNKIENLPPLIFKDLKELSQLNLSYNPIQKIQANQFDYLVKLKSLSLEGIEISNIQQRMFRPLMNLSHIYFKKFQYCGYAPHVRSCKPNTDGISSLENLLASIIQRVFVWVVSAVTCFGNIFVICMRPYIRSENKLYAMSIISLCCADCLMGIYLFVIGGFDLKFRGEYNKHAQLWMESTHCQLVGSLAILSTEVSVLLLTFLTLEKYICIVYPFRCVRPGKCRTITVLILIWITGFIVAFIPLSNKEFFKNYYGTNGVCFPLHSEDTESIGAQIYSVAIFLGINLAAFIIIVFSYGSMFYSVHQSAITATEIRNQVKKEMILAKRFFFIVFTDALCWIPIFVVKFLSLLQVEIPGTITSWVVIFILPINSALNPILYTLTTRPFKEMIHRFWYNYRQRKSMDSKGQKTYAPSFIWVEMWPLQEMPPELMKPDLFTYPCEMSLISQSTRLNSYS
RXFP1 agonist: RXFP1 (human) receptor agonism. 0.3% of 370,000 active. AID 2676. Q9HBX9. HEK293T-RXFP1 cAMP TR-FRET, 30 min; response scale: percent of porcine relaxin response, buffer zero. Potency, µM (highest dose often 57.5 µM), for inactives: at the highest dose activation, hits mostly activators; also: potency is read from the fitted curve at half-maximal effect; nearly all actives have a fitted effect of over 60% in size; many of its hits are not listed in these tables
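cAMP rise read by TR-FRET after 30 min, 37C compound exposure (up to 58 uM) in RXFP1-transfected HEK293 cells with Ro 20174 present. EC50 from Hill-equation fits, with 29 nM porcine relaxin as 100% and buffer as basal.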
An asterisk follows results filed as active; u = inconclusive; x = not tested or not shown; & = joins results of further samples; [ ] = remark or other dose. Unless noted, calls follow the shape of the dose curve; as a rule, active = well fitted curve in the direction sought with a large enough effect; inconclusive = small, poorly fitted or top-dose-only effect, or another doubt; inactive = no such curve, though single readings can be large; an effect the other way counts as inactive or inconclusive. % is scaled to controls: 0 for no effect and ±100 for the full control effect.

entry | Structure | Anesthetic bind | RXFP1 antagonist | RXFP1 agonist
1 | CSCC[C@H](NC(=O)[C@H](CC(C)C)NC(=O)CNC(=O)[C@H](Cc1ccc(O)cc1)NC(=O)[C@H](Cc1ccccc1)NC(=O)[C@H](CCCCN)NC(=O)[C@H](CC(N)=O)NC(=O)[C@@H]1CCCN1C(=O)[C@H](CC(=O)O)NC(=O)[C@H](C)NC(=O)[C@@H]1CCC(=O)N1)C(N)=O | 7% | x | x
2 | CCOC(=O)N/N=C1/C[C@@H](O)[C@@H](O)[C@@H]2[C@@H]3C(=O)N(Cc4ccc5c(c4)OCO5)C(=O)[C@H]3CC[C@@H]12 | 2%[15.3 µM] | x | x
3 | CC1OC(OC2C(CO)OC(OC3C(CO)OC(O)C(O)C3O)C(O)C2O)C(O)C(O)C1NC1C=C(CO)C(O)C(O)C1O (configuration not stated) | -2%&5% | x | x
4 | CCCC/C=C/C(NC(=O)OCc1ccccc1Cl)c1ccccc1 (configuration not stated) | -9% | x | x
5 | COc1ccc(-c2nc(C(=O)N3CCN(C)CC3)sc2-c2ccc(OC)cc2)cc1 | 105%[activator] | x | x
6 | COC(=O)c1cccc(C23CC4(C2)[C@H](CN(CC2CCCCC2)[C@@H]4c2ccccc2)C3c2ccc(C(F)(F)F)cc2)c1 (some centres not stated) | 3% | x | x
7 | COc1c(C=O)c(O)cc2c1C(=O)c1ccccc1C2=O | u | x | x
8 | CCCNC(=O)OC[C@@H]1O[C@H](CCO/N=C(\C)CCN2CCc3nc(-c4ccccc4)c(-c4ccccc4)cc3C2)C=C[C@@H]1Oc1ccc(OC)cc1 | -11%[15.3 µM] | x | x
9 | CCOC(=O)C1=CC(OC(CC)CC)C(NC(C)=O)C(N)C1 (configuration not stated) | 3% | x | x
10 | CC1=C(/C=C/C(C)=C/C=C/C(C)=C\C(=O)O)C(C)(C)CCC1 | u | x | x
11 | NCC(=O)N[C@@H](CCCN=C(N)N)C(=O)NCC(=O)N[C@@H](CCC(=O)O)C(=O)N[C@@H](CO)C(=O)O | -11% | x | x
12 | C[C@@H]1/C=C\CC(=O)OC[C@H](C)C(=O)N[C@@H](Cc2ccccc2)C(=O)OC1 | -13%[15.3 µM] | x | x
13 | CCOC(=O)OCC1OC(c2ccccc2)C=CC1OC(=O)OCC (configuration not stated) | 3%[15.3 µM] | x | x
14 | CCCC[C@@H]1CCCO[C@@](C(=O)NCc2ccccc2)(C(F)(F)F)C1 | -8% | x | x
15 | CN1CCN(c2ccnc(-c3cccc(NS(C)(=O)=O)c3)n2)CC1 | -4% | x | x
16 | Cc1noc(C)c1-c1ccc2ncnc(N(C)Cc3ccco3)c2c1 | 1% | x | x
17 | O=C1CCC[C@@H]2CC(NCc3ccc(Cl)c(Cl)c3)C[C@@H]3CCN1[C@H]23 (some centres not stated) | -5%[110 µM] | x | x
18 | NC(=O)[C@@H]1CCCN1 | 5% | x | x
19 | O=C(O)[C@H]1O[C@@H](Oc2ccc3ccc(=O)oc3c2)[C@H](O)[C@@H](O)[C@@H]1O | 0% | x | x
20 | O=C(NCCCCN1CCOCC1)c1cc2ccccc2o1 | 0% | x | x
21 | CN[C@]1(C)[C@H]2CC[C@@H](C2)C1(C)C | -12%[29.3 µM] | x | x
22 | CC#CC(C)C(OCOC)C(CC(C)Cc1cc(Br)cc(OCc2ccccc2)c1OC)OC (configuration not stated) | -13%[15.3 µM] | x | x
23 | Nc1ncnc2c1ncn2[C@@H]1O[C@H](C(=O)N2CCN(CC(=O)Nc3cccc4c3CNC4=O)CC2)[C@@H](O)[C@H]1O | 1% | x | x
24 | COc1cc(C2CC(=O)Oc3ccc(O)cc32)cc(OC)c1OC (configuration not stated) | 4%[110 µM] | x | x
25 | O=c1c(O)c(-c2ccc(O[C@@H]3O[C@H](CO)[C@@H](O)[C@H](O)[C@H]3O)c(O)c2)oc2cc(O)cc(O)c12 | -5% | x | x
26 | COC(=O)c1ccc(C(NC(=O)OCc2ccccc2)/C(=C/[C@@H](C)C(=O)NCC2CC2)c2cccnc2)cc1 (some centres not stated) | -1% | x | x
27 | COC(=O)C/C=C\[C@H](C)[C@@H](OCc1ccccc1Br)C(C)C | -3%[15.3 µM] | x | x
28 | CCC1CC=CC2C1C(=O)N(Cc1ccccc1)C2c1ccc(C(F)(F)F)cc1 (configuration not stated) | 43%[activator] | x | x
29 | CC(=O)O[C@H]1C2=C(C(=O)[C@H]3O[C@@H]31)[C@@H]1[C@@H]3[C@@H](C)OC=C4[C@H](O)[C@H]5O[C@@H]5C(=O)[C@]43C2O[C@H]1C | 3%[15.3 µM] | x | x
30 | COC(=O)CN1CC(=O)c2ccccc2S1(=O)=O | 6% | x | x
31 | N[C@H](C(=O)O)C1C(C(=O)O)C1C(=O)O (some centres not stated) | 3% | x | x
32 | C=C1CC23C[C@H]4[C@@H]5[C@@]6(C)C[C@H](OC(=O)c7ccccc7)[C@@H](OC(C)=O)[C@]57[C@@H]2[C@@H](OC(C)=O)[C@H]1[C@@H](O)[C@H]3[C@H]7N4C6 | 5%[29.3 µM] | x | x
33 | OB(O)c1csc2ccccc12 | -14% | x | x
34 | CC1=C(C)C[C@@]23CCCN2C(=O)CCC[C@H]3C1 | 1%[163 µM] | x | x
35 | CS(=O)(=O)c1ccc([C@H](O)[C@H](CF)NC(=O)C(Cl)Cl)cc1 | -6%[29.3 µM] | x | x
36 | COc1ccc(C[C@H](N)C(=O)N[C@@H]2[C@H](O)[C@H](n3cnc4c(N(C)C)ncnc43)O[C@@H]2CO)cc1 | 2%[29.3 µM] | x | x
37 | CCC/C=C(\CCC)C(NP(=O)(c1ccccc1)c1ccccc1)c1ccc(C(F)(F)F)cc1 (configuration not stated) | -3% | x | x
38 | CN(C)c1ccc(-c2nc(NC3CCNCC3)c3ccccc3n2)cc1 | -7% | x | x
39 | C=C1CCN(C(C(=O)NCc2ccc(Cl)c(Cl)c2)C(C)C)S(=O)(=O)c2ccccc21 (configuration not stated) | 69%[activator] | x | x
40 | CO[C@H]1C[C@@H](O[C@@H]2[C@H](C)[C@H](O[C@@H]3O[C@@H](C)C[C@@H](N(C)C)[C@@H]3O)[C@H](C)C[C@]3(CO3)C(=O)[C@H](C)[C@H](O)[C@H](C)[C@H](C)OC(=O)[C@@H]2C)O[C@@H](C)[C@H]1O | -7%[29.3 µM] | x | x
41 | CC(C)([CH2][Sn]([CH2]C(C)(C)c1ccccc1)([CH2]C(C)(C)c1ccccc1)[O][Sn]([CH2]C(C)(C)c1ccccc1)([CH2]C(C)(C)c1ccccc1)[CH2]C(C)(C)c1ccccc1)c1ccccc1 | -10% | x | x
42 | CCCCCCCCCCCCC/C=C/[C@@H](O)[C@H](CO)NCCCCCCCC | -15% | x | x
43 | c1cncc(-c2ccc3ncnc(N4CCNCC4)c3c2)c1 | -4% | x | x
44 | O=c1c(-c2cc(O)c(O)c(O)c2)coc2cc(O)c(O)c(O)c12 | 1% | x | x
45 | COc1ccc(C2=Nn3c(nnc3-c3ccccc3OC)SC2)c(OC)c1 | -7% | x | x
46 | COc1ccc(CNC(=O)C2CC(c3ccccc3[N+](=O)[O-])=NO2)cc1 (configuration not stated) | -14% | x | 1.6%
47 | CCn1c(SCC(=O)N2CCOCC2)nc2oc3c(Cl)cc(Cl)cc3c(=O)c2c1=O | u | x | 6.1%
48 | N#Cc1nc(-c2cccs2)oc1NCCN1CCOCC1 | -17% | x | 12%
49 | CCCc1nc(SCC(=O)N2CCc3ccccc32)c2c(C)c(C)sc2n1 | -12% | x | 18%
50 | C=CCC1(O)C(=O)N2C(=C1C(=O)OCC)c1ccc3ccccc3c1CC2(C)C (configuration not stated) | -12% | x | 0.3%

More records:
entry | Structure | Anesthetic bind | RXFP1 antagonist | RXFP1 agonist
51 | Cn1cccc([N+](=O)[O-])c1=O | x | 0 | x
52 | O=C(CC(=O)Nc1ccccc1)Nc1ccccc1 | x | -11 | x
53 | COc1ccc(C(=O)Nc2ccc3[nH]ccc3c2)cc1 | x | -4 | x
54 | O=C(Nc1ccccc1Cl)NN1CCCCCC1 | x | -3 | x
55 | CCN1C(=O)[C@H]2[C@@H](c3ccc(C)cc3)N[C@]3(CCCN(Cc4ccc(C)cc4)C3=O)[C@H]2C1=O | x | 7 | x
56 | Cc1ccc(S(=O)(=O)N2CCC(C(=O)N3CCCCCCC3)CC2)cc1C | x | 13 | x
57 | CCOC(=O)c1ccccc1NC(=O)COC(=O)C(CC)Oc1ccccc1 (configuration not stated) | x | -8 | x
58 | CC(C)CCOc1ccc(C(=O)NNC(=O)CNC(=O)c2ccccc2F)cc1 | x | 1 | x
59 | O=C(CSc1ccccc1)NC1CC1 | x | -1 | x
60 | OCC(CO)N[C@H]1C[C@](O)(CO)[C@@H](O)[C@H](O)[C@H]1O | x | -14 | x
61 | Cn1c(=O)[nH]c(N)c(Br)c1=O | x | 4 | x
62 | Cn1cccc1CN1CCC[C@]2(N[C@H](c3ccccc3)[C@@H]3C(=O)N(Cc4ccccc4)C(=O)[C@@H]32)C1=O | x | -3 | x
63 | O=C(CN(C(=O)c1ccccc1)C(=O)c1ccccc1)OCc1ccccc1 | x | -2 | x
64 | COc1ccc(C2(C)C(C#N)C(=O)NC(=O)C2C#N)cc1 (configuration not stated) | x | -6 | x
65 | COc1ccc(CCC(=O)OCC(=O)NC2CCCC2)cc1OC | x | 10 | x
66 | COC(=O)c1cc(Cl)ccc1OC | x | 13 | x
67 | O=C(CNc1cc(S(=O)(=O)N2CCOCC2)ccc1N1CCCC1)Nc1ccc(Cl)cc1F | x | -1 | x
68 | COc1ccc(OC(C)C(=O)NC2CCCCCC2)cc1 (configuration not stated) | x | 8 | x
69 | CCCc1c(C(=O)N/N=C/C=C/c2ccccc2)nnn1-c1nonc1N | x | -2 | x
70 | CCc1c(Cl)nc(N)nc1Nc1ccccc1Cl | x | -9 | x
71 | Cc1ccc2c(c1)S(=O)(=O)N(C)C(c1ccccc1)=C2 | x | -4 | x
72 | COc1cccc(NC(=O)CN(C)C(=O)CNC(=O)c2ccc(C)s2)c1 | x | -3 | x
73 | CCC(C)C(CO)NCCCn1ccc(NC(=O)OCc2ccccc2)nc1=O (configuration not stated) | x | 16 | x
74 | NS(=O)(=O)c1ccc(CCNC(=O)CN2CCN(S(=O)(=O)c3ccccc3F)CC2)cc1 | x | 6 | x
75 | Cc1ccc(S(=O)(=O)/N=C(/Nc2ccc([N+](=O)[O-])cc2[N+](=O)[O-])c2ccccc2)cc1 | x | -8 | x
76 | Cc1cc(=O)[nH]c(SCC(=O)N2CCCC2)n1 | x | -9 | x
77 | Cc1c(Cl)cccc1N1C(=O)CC(Sc2ccccc2N)C1=O (configuration not stated) | x | 7 | x
78 | Cc1ccc(C)c(C(=O)COC(=O)c2n[nH]c3ccccc23)c1 | x | u | x

Among those listed so far, these contain an aryl methoxy group:
entry | Structure | Anesthetic bind | RXFP1 antagonist | RXFP1 agonist
5 | COc1ccc(-c2nc(C(=O)N3CCN(C)CC3)sc2-c2ccc(OC)cc2)cc1 | 105%[activator] | x | x
7 | COc1c(C=O)c(O)cc2c1C(=O)c1ccccc1C2=O | u | x | x
8 | CCCNC(=O)OC[C@@H]1O[C@H](CCO/N=C(\C)CCN2CCc3nc(-c4ccccc4)c(-c4ccccc4)cc3C2)C=C[C@@H]1Oc1ccc(OC)cc1 | -11%[15.3 µM] | x | x
22 | CC#CC(C)C(OCOC)C(CC(C)Cc1cc(Br)cc(OCc2ccccc2)c1OC)OC (configuration not stated) | -13%[15.3 µM] | x | x
24 | COc1cc(C2CC(=O)Oc3ccc(O)cc32)cc(OC)c1OC (configuration not stated) | 4%[110 µM] | x | x
36 | COc1ccc(C[C@H](N)C(=O)N[C@@H]2[C@H](O)[C@H](n3cnc4c(N(C)C)ncnc43)O[C@@H]2CO)cc1 | 2%[29.3 µM] | x | x
45 | COc1ccc(C2=Nn3c(nnc3-c3ccccc3OC)SC2)c(OC)c1 | -7% | x | x
46 | COc1ccc(CNC(=O)C2CC(c3ccccc3[N+](=O)[O-])=NO2)cc1 (configuration not stated) | -14% | x | 1.6%
53 | COc1ccc(C(=O)Nc2ccc3[nH]ccc3c2)cc1 | x | -4 | x
64 | COc1ccc(C2(C)C(C#N)C(=O)NC(=O)C2C#N)cc1 (configuration not stated) | x | -6 | x
65 | COc1ccc(CCC(=O)OCC(=O)NC2CCCC2)cc1OC | x | 10 | x
66 | COC(=O)c1cc(Cl)ccc1OC | x | 13 | x
68 | COc1ccc(OC(C)C(=O)NC2CCCCCC2)cc1 (configuration not stated) | x | 8 | x
72 | COc1cccc(NC(=O)CN(C)C(=O)CNC(=O)c2ccc(C)s2)c1 | x | -3 | x

Bioassay records deposited in PubChem BioAssay by National Center for Advancing Translational Sciences (NCATS).

Only part of the results is shown, so the mix of outcomes need not match the whole.
